Screens (PubChem)
E-sel inducer – E-selectin induction in HUVECs, primary screen, imaging, HUVEC, immunofluorescence imaging, single point; P16581; normalized: neutral wells 0, TNF-alpha wells 100; activation, % at 7.58 µM; 260,000 compounds, 0.37% hits;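 active = mean E-selectin-positive cell signal at least 10% of the positive control, reached in at least 60% of replicates, without over 20% cell loss; inconclusive = no rule given, readout overlaps actives, possibly toxicity-flagged; inactive = the rest, including those meeting only one limit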;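 also: in these data hits start at about 27%; measured in HUVEC primary endothelial cells; signal is the percent of cells scored E-selectin positive by PE staining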
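Assay system: HUVEC primary endothelial cells. Input: 3,000 HUVEC seeded per well. Doses: one compound dose added by pin transfer. Read-out basis: % PE-positive cells. Benchmarks: TNF-alpha high, DMSO low. Detection: immunofluorescence imaging. Buffer or medium: EGM-2, gelatin.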
S100A4 MyoIIA – inhibitors of S100A4-myosin IIA peptide binding, primary screen, biochemical, fluorescence polarization, TAMRA-MyoIIA peptide; 360,000 compounds, 0.14% hits; inhibition, % at 10.7 µM; AID 652163, 2013; Protein S100-A4 (Homo sapiens), P26447;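 active = mean inhibition of at least 70% across replicates, with every replicate also reaching that level; inconclusive = mean inhibition reaches 70% but some replicates fall short; inactive = mean inhibition below 70%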
Target sequence (P26447 whole entry, looked up): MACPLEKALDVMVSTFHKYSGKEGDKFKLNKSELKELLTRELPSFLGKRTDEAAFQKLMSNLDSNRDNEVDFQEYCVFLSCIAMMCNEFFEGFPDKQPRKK
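Material: S100A4 monomer (human). Medium: Calcium-containing HEPES buffer, pH 7.2. Probe or stimulus: labelled myosin peptide probe, 5 nM. Compound dosing: one concentration per compound. Timing: polarization read 5 min after assay mix addition, stable 5–60 min. Benchmarks: DMSO as neutral control, TFP as positive control.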
ERp5 block – inhibitors of ERp5-driven insulin aggregation, primary screen, biochemical, turbidity, absorbance 650 nm, single point; 350,000 compounds, 0.05% hits; inhibition, % at 9.99 µM; 90 min;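 active = mean replicate inhibition above about 25%, with every replicate also reaching it, limit read from the data, passing the limit was not always enough; inconclusive = only one of those two criteria met; inactive = neither criterion met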
Target sequence (Q15084 whole entry, looked up): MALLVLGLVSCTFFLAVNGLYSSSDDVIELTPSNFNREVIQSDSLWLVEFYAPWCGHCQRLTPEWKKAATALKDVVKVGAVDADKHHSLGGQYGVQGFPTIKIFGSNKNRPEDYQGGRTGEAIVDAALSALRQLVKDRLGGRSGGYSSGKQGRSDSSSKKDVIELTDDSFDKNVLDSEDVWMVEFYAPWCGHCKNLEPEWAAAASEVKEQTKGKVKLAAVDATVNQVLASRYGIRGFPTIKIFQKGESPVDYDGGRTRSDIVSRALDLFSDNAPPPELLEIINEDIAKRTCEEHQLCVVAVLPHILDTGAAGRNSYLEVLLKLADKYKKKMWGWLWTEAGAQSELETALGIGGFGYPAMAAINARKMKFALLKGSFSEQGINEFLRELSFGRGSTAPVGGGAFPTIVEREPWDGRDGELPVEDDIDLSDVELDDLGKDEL
SIRT5 inh – SIRT5 desuccinylase inhibitors, primary screen, biochemical, fluorescence imaging, single point, set 5 | NAD-dependent protein deacylase sirtuin-5, mitochondrial (Homo sapiens), Q9NXA8 | Purified SirT5, succinyl-peptide AMC, trypsin-coupled fluorescence | inhibition, % at 15 µM | 330,000 compounds, 1.1% hits; in the data active = inhibition above about 15%; inconclusive = no clear call, values can overlap the other calls
Target sequence (Q9NXA8 whole entry, looked up): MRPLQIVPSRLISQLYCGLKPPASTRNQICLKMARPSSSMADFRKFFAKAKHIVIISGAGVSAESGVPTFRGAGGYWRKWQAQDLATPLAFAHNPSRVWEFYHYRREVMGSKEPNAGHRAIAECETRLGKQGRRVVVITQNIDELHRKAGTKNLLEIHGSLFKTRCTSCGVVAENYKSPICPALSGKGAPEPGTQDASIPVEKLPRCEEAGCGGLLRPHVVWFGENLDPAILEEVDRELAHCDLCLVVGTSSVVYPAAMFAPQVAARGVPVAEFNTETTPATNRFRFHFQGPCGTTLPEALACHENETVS
C2C12 statin – suppressors of statin myotoxicity in C2C12 myotubes, primary screen, cell-based, single point, plate reader; C2C12 myotubes + simvastatin, ATP luminescence, 48 h; scaled: DMSO 0, geranylgeraniol control 100; rescue of ATP level, % at 7.49 µM; 330,000 compounds, 0.78% hits; AID 602340, 2012;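 active = mean ATP rescue above about 67%, or every replicate alone reaching that limit, limit read from the data, passing the limit was not always enough; inconclusive = no clear call, values can overlap the other calls; inactive = mean under the limit and some replicate under it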;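 also: myotubes were challenged with 10 µM simvastatin during compound exposure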
DENV2 CPE rescue – inhibitors of DENV2 cytopathic effect, primary screen, cell-based, plate reader, single concentration. DENV2-infected cells, cytopathic effect rescue. CPE inhibition, % at 9.99 µM. 350,000 compounds, 1.7% hits. AID 651640, 2012; in the data active = CPE inhibition above about 20%, passing the limit was not always enough; inconclusive = no clear call, values can overlap the other calls; tested in BHK-21 cells;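 also: 0% = median of neutral control wells and 100% = median of positive control wells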
PglD DTNB – C. jejuni PglD acetyltransferase inhibitors, primary screen, biochemical, DTNB colorimetric, single point. UDP-N-acetylbacillosamine N-acetyltransferase PglD (Campylobacter jejuni). purified PglD enzyme, DTNB colorimetric CoA detection. inhibition, % at 12.5 µM. 360,000 compounds, 0.098% hits. AID 602405, 2012; in the data active = inhibition above about 16%, passing the limit was not always enough; inconclusive = no clear call, values can overlap the other calls; also: strong numbers were not always called active
Numbers without * were called inactive; ? = inconclusive; / = no result given. Not all compounds are listed. The share of hits here may be higher or lower than overall.

SMILES | E-sel inducer | S100A4 MyoIIA | ERp5 block | SIRT5 inh | C2C12 statin | DENV2 CPE rescue | PglD DTNB
COc1ccc2c(c1)cc(C(=O)N[C@H](C(=O)N1CCC(C(=O)O)CC1)C(C)C)n2C | -0.2 | 1 | 2 | -26 | 5 | 0 | -5
O=C(c1cc2ccccc2o1)N1CCN(c2cccc(C(F)(F)F)c2)CC1 | -0.4 | 3 | -2 | 0 | -6 | 16 | -6
N#Cc1ccc(Oc2cnccn2)cc1 | / | 3 | 1 | 0 | 1 | 4 | 2
O=C1NC[C@@H](Cc2ccc(O)cc2)N(CCc2cccc3ccccc23)C1=O | 0.0 | -2 | -5 | / | 9 | -1 | -2
COc1ccc2c3c(n(C)c2c1)[C@H](CO)N(CC1CC1)CC31CCN(C(=O)NC2CCCC2)CC1 | 0.0 | 1 | -1 | 0 | / | -8 | /
CC(C)C#Cc1cnc2c(c1)C(=O)N([C@@H](C)CO)C[C@@H](C)[C@@H](CN(C)C(=O)c1ccc3c(c1)OCO3)O2 | -0.2 | 2 | 7 | -7 | / | 11 | /
CN(C)c1ccc(C(=O)c2ccccc2C(=O)O)cc1[N+](=O)[O-] | / | 15 | 4 | 28* | / | 0 | /
COc1ccc(NC(=O)c2oc3ccccc3c2C)c(OC)c1 | / | -1 | -3 | -15 | 0 | / | 4
Nc1nc(N)nc(-c2cc(C(F)(F)F)ccc2Cl)n1 | 0.0 | -1 | -2 | / | 6 | -14 | -4
COc1ccc(CN(C)Cc2c(O)ccc3ccccc23)cc1 | / | 2 | 6 | 2 | 27 | -3 | -1
CN(C)C(=O)c1ccc(-c2ccc3c(c2)[C@@H]2[C@@H](CCN2C(=O)c2ccccn2)[C@H](CO)N3)cc1 | -0.6 | / | / | / | -14 | -8 | 1
C[C@@H]1CN([C@H](C)CO)S(=O)(=O)c2ccc(C3=CCCC3)cc2O[C@H]1CN(C)C(=O)c1ccccc1 | -0.5 | -2 | 2 | 1 | -70 | -6 | 2
CCN1CCN(C(=O)Cn2nc(-c3ccc(Cl)cc3)ccc2=O)CC1 | 1.1 | -4 | -10 | -1 | -3 | / | -4
O=c1cc(N2CCN(c3ccccc3)CC2)[nH]c(=O)n1Cc1ccc(F)cc1 | -2.0 | -1 | -1 | -3 | -2 | -9 | -1
COCCNC(=S)N1CCN(Cc2ccc3c(c2)OCO3)CC1 | / | 6 | 3 | -2 | 3 | -3 | 14
CC(C)(C)c1ccc(C(=O)O)c(C(=O)c2ccc(C(=O)O)cc2)c1 | / | -5 | 5 | 1 | / | 4 | 4
Cc1ccccc1NC(=O)CSc1nnc2ccc(-c3ccccn3)nn12 | -0.1 | -2 | -2 | -1 | / | 8 | /
C[C@H](c1ccccc1)N1C[C@@H](COCc2ccccc2)Oc2cc(N3CC[C@H](N(C)C)C3)ccc2S1(=O)=O | 0.4 | -6 | -1 | -5 | / | 4 | /
O=C1c2ccccc2NC(c2cc(Cl)cc(Cl)c2O)N1CCc1ccccn1 (centres undefined) | 0.0 | -1 | 4 | / | / | 10 | /
O=C(CSc1nc2cccc(F)c2c(=O)n1-c1ccccc1)Nc1ccc2c(c1)CCC2 | / | -4 | 1 | 1 | 7 | -21 | -1
COc1ccc(CN(C)C[C@@H]2Oc3ccc(NC(=O)Cn4cnnn4)cc3CC(=O)N([C@@H](C)CO)C[C@H]2C)cc1 | -11 | -6 | -3 | -1 | 45 | -5 | 1
CC1Cc2cc(S(=O)(=O)N3CCN(c4ccccc4F)CC3)ccc2N1C(=O)C1CC1 (centres undefined) | / | -10 | 14 | 6 | 6 | -2 | 0
COc1ccccc1-c1sc2ccccc2c1-c1ccccc1OC | 0.0 | -1 | -2 | / | -7 | 5 | 3
CN(C)C(=O)[C@H]1[C@H](CO)[C@H]2Cn3c(ccc(C4=CCCC4)c3=O)[C@@H]1N2CC1CCCC1 | -0.2 | -6 | 3 | -7 | / | 6 | /
COc1ccc(NC(=O)C2CCN(S(=O)(=O)c3ccc(N4CCCC4=O)cc3)CC2)cc1OC | -0.2 | -4 | 2 | -2 | -5 | -9 | 3

Sorted by value in ERp5 block (descending): three of the compounds above
Structure,ERp5 block
CC(C)C#Cc1cnc2c(c1)C(=O)N([C@@H](C)CO)C[C@@H](C)[C@@H](CN(C)C(=O)c1ccc3c(c1)OCO3)O2,7
COc1ccc2c3c(n(C)c2c1)[C@H](CO)N(CC1CC1)CC31CCN(C(=O)NC2CCCC2)CC1,-1
CCN1CCN(C(=O)Cn2nc(-c3ccc(Cl)cc3)ccc2=O)CC1,-10

Next part:
SMILES | E-sel inducer | S100A4 MyoIIA | ERp5 block | SIRT5 inh | C2C12 statin | DENV2 CPE rescue | PglD DTNB
Cc1cccnc1N=O | -0.7 | -6 | -2 | -3 | / | -9 | /
O=C(NCCN1CCC(n2c(=O)[nH]c3ccccc32)CC1)c1ccccc1 | 0.0 | 15 | 2 | -3 | / | 20* | /
O=C(c1ccccc1CCc1ccccc1)N1CCCC1 | / | -8 | -2 | -2 | 24 | 0 | -6
O=C(C[C@H]1CC[C@@H](NC(=O)Nc2ccc3c(c2)OCO3)[C@H](CO)O1)NCc1ccccc1 | -1.4 | 12 | -1 | -3 | -5 | 1 | 1
Cc1ccc(NC(=O)CN(C)C(=O)c2ccc(Cl)nc2)cc1 | / | 3 | 4 | 0 | 9 | ? | -3
CC(C)c1ccc(CNc2nnnn2C)cc1 | / | 13 | 3 | -2 | 22 | 8 | 5
CCOc1ccc(CCN2C(=O)CCC2(C)C(=O)NC(C)CC)cc1OCC (centres undefined) | / | -1 | -2 | 1 | 16 | / | -3
CCN(C[C@@H]1[C@H](c2ccccc2)[C@@H](CO)N1C(C)=O)C(=O)c1ccccn1 | -0.1 | 4 | -5 | 2 | -19 | 10 | 2
O=C1CN(C(=O)COc2ccccc2)c2ccccc2N1 | 0.0 | 3 | 3 | 0 | / | ? | 5
C[C@@H]1CN([C@@H](C)CO)C(=O)Cc2cc(NC(=O)Nc3ccccc3)ccc2O[C@H]1CN(C)CC1CCCCC1 | -0.2 | 2 | 0 | 4 | 2 | -21 | -2
CCC12CN3CCN(CC(C3)/C1=N\NC(=O)c1ccc(F)cc1)C2 | / | -1 | -5 | -5 | / | 2 | /
Cc1ccc(-c2c[nH]c(=S)n2-c2ccccc2F)cc1 | / | 3 | 1 | -1 | / | -8 | /
Cc1ccc(O)c(NC(=O)Cc2ccc3ccccc3c2)c1 | / | 3 | 1 | 0 | 30 | 4 | -5
COc1cc(CNC(=O)c2cc(-c3cc(Cl)ccc3OC)n[nH]2)cc(OC)c1 | -0.1 | 1 | -4 | / | 2 | -1 | -10
O=C(O)CC/C(=C\c1ccc(N2CCCC2)c([N+](=O)[O-])c1)c1nc2ccccc2s1 | 0.0 | 5 | 8 | 1 | / | 4 | /
Cc1ccccc1NS(=O)(=O)c1ccc(NC(=O)N2CCCCC2)cc1 | 0.1 | 3 | 6 | -1 | 12 | -6 | -3
O=C(NCC1CC1)[C@H]1[C@H](CO)[C@H]2Cn3c(ccc(-c4ccccc4F)c3=O)[C@@H]1N2Cc1ccccc1 | -0.4 | / | / | -4 | 4 | ? | 1
N=c1n(CCN2CCCCC2)c2ccccc2n1CC(=O)c1ccc(Cl)c(Cl)c1 | 0.4 | -2 | 1 | 0 | / | -14 | 3
CCOc1ccc(CCNC(=O)CN2C(=O)NC3(CCCCC3C)C2=O)cc1OCC (centres undefined) | / | 5 | -9 | -2 | -6 | -5 | 7
C/C(=N\NC(=O)c1nnn(-c2nonc2N)c1-c1cccs1)c1ccc(C)cc1 | / | 0 | 1 | 0 | -72 | 2 | -8
CCc1ccc(OCc2ccc(C(=O)O)o2)cc1 | 0.0 | 0 | 2 | -3 | 3 | -1 | -1
COc1ccc(CNC(=O)C(C)Sc2ccc(S(=O)(=O)N3CCOCC3)cn2)cc1 (centres undefined) | 0.0 | 5 | 0 | -6 | -13 | 2 | -2
Cc1noc(C)c1S(=O)(=O)Nc1ccc2c(c1)C(=O)N([C@@H](C)CO)C[C@@H](C)[C@H](CN(C)Cc1ccc(C(=O)O)cc1)OCCCC[C@H](C)O2 | 0.0 | -17 | -3 | -1 | / | 24* | 11
Cc1cc(C)c(CN2CCN(C(=O)Cn3cnc(C(=O)Nc4ccc(C)c(C)c4)n3)CC2)c(C)c1 | 1.7 | -5 | 2 | 3 | 5 | ? | 1
CCCNC(=O)N1CC(=O)N2[C@H](CO)[C@H](c3ccc(C#Cc4ccc(F)cc4)cc3)[C@@H]2C1 | 0.0 | -6 | -1 | -1 | / | 11 | /
SMILES | E-sel inducer | S100A4 MyoIIA | ERp5 block | SIRT5 inh | C2C12 statin | DENV2 CPE rescue | PglD DTNB
COc1cccc(/C=C2/SC(=O)N(C)C2=O)c1OCc1ccc(C(=O)O)cc1 | / | 2 | 8 | 3 | / | 5 | /
CCCNC(=O)Nc1ccc2c(c1)C(=O)N(C)[C@H]1CC[C@H](CC(=O)Nc3ccc4c(c3)CCCC4)O[C@@H]1CO2 | 0.2 | 1 | 3 | 2 | -27 | ? | 1
O=C(NCC[C@H]1CC[C@H](NS(=O)(=O)c2ccccc2)[C@H](CO)O1)c1ccc2c(c1)OCO2 | -1.3 | 12 | -1 | 0 | 18 | -19 | 4
CSC1=NNC(c2ccc(C(C)(C)C)cc2)=NN1 | -0.1 | -12 | 7 | / | -34 | 11 | 1
CC1(c2ccc(Cl)cc2)NC(=O)N(CC(=O)Nc2ccc3c(c2)OCO3)C1=O (centres undefined) | 0.2 | -3 | 5 | / | -2 | -1 | 4
C[C@H]1CN([C@@H](C)CO)C(=O)c2cccc(NC(=O)Nc3cccc4ccccc34)c2O[C@H]1CN(C)C | / | 17 | -5 | -8 | / | -8 | /
C[C@@H]1CN([C@@H](C)CO)C(=O)c2ccccc2-c2ccccc2CO[C@H]1CN(C)C(=O)c1ccc(F)cc1 | -1.8 | -8 | 10 | 2 | / | -2 | 0
COc1ccc(CN(C)C[C@H]2Oc3ccc(NC(=O)NC(C)C)cc3C(=O)N([C@@H](C)CO)C[C@@H]2C)cc1 | -4.2 | 2 | -1 | -5 | 25 | 3 | -6
CCC1CCCCN1S(=O)(=O)c1ccc(S(=O)(=O)N(Cc2cccs2)C2CC2)cc1 (centres undefined) | / | 9 | 3 | 0 | 7 | 3 | -12
CNC(=O)C[C@H]1C(=O)N(c2ccc(Br)cc2)C[C@@H]1C | 3.8 | -2 | 18 | -5 | -6 | -3 | 2
Cc1ccc(S(=O)(=O)N2CCN(C(=O)c3c(-c4ccccc4)noc3C)CC2)cc1 | / | ? | 4 | 2 | -1 | -1 | 0
Cc1noc(C)c1S(=O)(=O)Nc1ccc2c(c1)C(=O)N([C@@H](C)CO)C[C@H](C)[C@@H](CN(C)C(=O)CCCN(C)C)OCCCC[C@H](C)O2 | -0.1 | / | / | / | / | 0 | 2
O=C(Nc1cc(F)ccc1F)N1CC(=O)N2[C@@H](CO)[C@@H](c3ccc(C#CC4CCCC4)cc3)[C@@H]2C1 | 0.4 | -17 | 5 | 6 | / | 16 | /
Cc1ccc(S(=O)(=O)Nc2ccc3c(c2)C(=O)N(C)[C@@H]2CC[C@@H](CC(=O)O)O[C@@H]2CO3)cc1 | 0.4 | 7 | 4 | 0 | -7 | 0 | 3
